Compound activity as filed in PubChem BioAssay.
Growth percent in the NCI-60 one-dose screen (48 h, 10 µM unless noted): 100 = growth as untreated, 0 = no growth, -100 = all killed.
NCI-H522: NCI-H522 lung cancer; hit rate 8% among 78,000; AID 1794739
HCT-116: HCT-116 colon cancer; hit rate 7.3% among 82,000; AID 1794798
NCI/ADR-RES: NCI/ADR-RES ovarian cells; hit rate 4.4% among 81,000; AID 1794790
COLO 205: COLO 205 colon cancer; AID 1794742; hit rate 7.3% among 79,000
NCI-H226: NCI-H226 lung cancer; hit rate 3.5% among 79,000
NCI-H460: NCI-H460 lung cancer; hit rate 6.8% among 82,000
NCI-H322M: NCI-H322M lung cancer; hit rate 2.7% among 80,000
NCI-H23: NCI-H23 lung cancer; hit rate 4% among 80,000
HCT-15: HCT-15 colon cancer; hit rate 5.2% among 82,000
Active calls of the source: *; / = no result given; & = joins results of further samples. How the source made its calls: active means growth percent below 10; inactive means the rest.

SMILES | NCI-H522 | HCT-116 | NCI/ADR-RES | COLO 205 | NCI-H226 | NCI-H460 | NCI-H322M | NCI-H23 | HCT-15
N[C@H]1CCC[C@@H]1NCCCCN1C(=O)c2cccc3cc([N+](=O)[O-])cc(c23)C1=O | 38 | 9.3* | 77 | 26 | 34 | 14 | 53 | 48 | 63
COC(=O)CCC[C@@H]1O[C@@H](c2ccccc2)C[C@H]1O | 97 | 105 | 99 | 110 | 94 | 111 | 104 | 102 | 93
O=C(/C=C/c1cn(-c2ccccc2)nc1-c1ccc(F)cc1)n1cnc2ccccc21 | 82 | 90 | 97 | 107 | 97 | 96 | 94 | 102 | 93
COc1ccccc1NC(=O)NNC(=O)c1ccncc1 | / | 110 | 110 | 101 | 110 | 119 | 106 | 104 | 102
O=C(CN(c1ccccc1)c1ccccc1)Nc1ccc(-c2nc3ccccc3s2)cc1 | 98 | 105 | 109 | 104 | 105 | 100 | 105 | 96 | 108
COc1ccc(-c2nc3ccc(-c4nnc(SCC(=O)Nc5ccc(Br)cc5)o4)cc3[nH]2)cc1OC | 56 | 67 | 82 | 102 | 80 | 81 | 79 | 81 | 64
COc1ccc(NS(=O)(=O)c2ccc(-c3cnc(C4CC4)o3)cc2)cc1Cl | 33 | 27 | 19 | 12 | 36 | 18 | 52 | 37 | 29
COc1cc2c(c(OC)c1OC)C(=O)CC(c1cccc(NC(=O)c3cc(NC(=O)[C@H](CO)NC(=O)OC(C)(C)C)ccc3Cl)c1)O2 (stereo partly specified) | 28 | 14 | 76 | 43 | 33 | 34 | 43 | 37 | 35
Brc1ccccc1/C=N/Nc1nc(N/N=C/c2ccccc2Br)nc(N2CCOCC2)n1 | 87 | 97 | 91 | 86 | 95 | 103 | 97 | 105 | 81
COc1ccc2nc(NC(=O)c3cccnc3Nc3ccc(Cl)cc3)sc2c1 | 72 | 83 | 79 | 138 | 70 | 79 | 70 | 74 | 83
C[C@@]1(N2C(=O)OC[C@@H]2c2ccccc2)C(=O)N([C@H](CC(=O)N2CCC(N3CCCCC3)CC2)C(=O)NCc2cccc(C(F)(F)F)c2)[C@@H]1/C=C/c1ccccc1 | -9.8* | 45 | 82 | -67* | 90 | 2.4* | 73 | 79 | 19
COC(=O)c1nc(-c2ccccc2)oc1S(=O)(=O)n1nc(C)cc1N | -26* | 68 | 101 | -64* | 110 | 97 | 92 | 92 | 47
CC1(C(Cl)(Cl)Cl)C=CC(=O)C=C1 | 90 | 106 | 105 | 106 | 108 | 112 | 113 | 92 | 106
CCN(C(=O)N1CCN(c2cc3c(cc2F)c(=O)c(C(=O)O)cn3C2CC2)CC1)c1nc(-c2ccc(Br)cc2)cs1 | 78 | 101 | 97 | 97 | 82 | 96 | 79 | 92 | 95
c1ccc2c(c1)ccc[n+]2CCC1CCCCC1 | 56 | 65 | 104 | 102 | 90 | 91 | 111 | 45 | 114
C[C@H]1C(=O)N(Cc2cccnc2)[C@@H](C)C(=O)N1Cc1cccnc1 | 78 | 106 | 107 | 104 | 93 | 105 | 108 | 101 | 103
CC(=O)O[C@@H]1CCN2C(=O)N(C)c3ccccc3[C@@H]2C1 | 96 | 102 | 104 | 114 | 109 | 104 | 108 | 99 | 103
CC(=O)C(N)CC(C)C (stereo unspecified) | 93 | 83 | 101 | 102 | / | 106 | 109 | 98 | 100
CC(N)C(=O)NC(C(=O)NC1C(O)OC(CO)C(O)C1O)C(C)C (stereo unspecified) | 72 | 97 | 107 | 102 | 95 | 109 | 98 | 105 | 101
COCC(=O)CC(C)=O | 100 | 106 | 100 | 99 | 101 | 106 | 103 | 96 | 101
Cc1cc(CNc2nc3ccc(OC/C(=C/F)CN)cc3o2)cc(C)n1 | / | 98 | 106 | 115 | 93 | 106 | 105 | 94 | 106
Cn1nc(C(=O)O)c(=O)[nH]c1=S | 94 | 101 | 106 | 97 | 104 | 107 | 133 | 110 | 109
COc1ccc2c(c1)/C(=C1/S/C(=N/c3nnc(-c4ccc(O)cc4)s3)NC1=O)C(=O)N2Cc1ccc(Cl)cc1 | 83 | 97 | 102 | / | 101 | 109 | 95 | 100 | 101
Cc1ccc(S(=O)(=O)N(C)CC(=O)NNC(=O)Cc2ccc3c(c2)OCCO3)cc1 | 101 | 120 | 101 | / | 93 | 105 | 148 | 100 | 101
CCOC(=O)N1CCN(CCCCOc2ccc(Cl)cc2)CC1 | 97 | 103 | 99 | 108 | 96 | 102 | 99 | 95 | 105

Continued:
SMILES | NCI-H522 | HCT-116 | NCI/ADR-RES | COLO 205 | NCI-H226 | NCI-H460 | NCI-H322M | NCI-H23 | HCT-15
CCOC(=O)c1cc(-c2ccc(Br)cc2)n(-c2ccc(S(N)(=O)=O)cc2)n1 | 84 | 90 | 96 | 104 | 101 | 100 | 93 | 85 | 92
O=[N+]([O-])c1ccc(Cl)c(-c2cc(CCCCO)on2)c1 | 94 | 105 | 101 | 131 | 94 | 109 | 96 | 101 | 110
Brc1ccc(Oc2ccc(Nc3ncnc4onc(-c5ccccc5)c34)cc2)cc1 | 98 | 97 | 94 | 112 | / | 103 | 110 | 94 | 103
CCC(C)C(N)C(=O)NC(CC(N)=O)C(=O)NC(CC(C)C)C(=O)NC(CCCCN)C(=O)NC(C)C(=O)NC(CC(C)C)C(=O)NC(C)C(=O)NC(C)C(=O)NC(CC(C)C)C(=O)NC(C)C(=O)NC(CCCCN)C(=O)NC(CCCCN)C(=O)NC(C(=O)NC(CC(C)C)C(N)=O)C(C)CC (stereo unspecified) | 85 | 82 | 102 | 90 | 113 | 79 | 100 | 82 | 101
COc1ccc(NC(=O)CN2CCN(c3cc(=O)[nH]c4ccc(F)cc34)CC2)cc1 | 89 | 95 | 97 | 106 | 86 | 103 | 90 | 100 | 99
c1csc(CSc2nnc(SCc3cccs3)s2)c1 | 80 | 104 | 104 | 138 | 106 | 118 | 128 | 102 | 115
O=C(CNc1nc(-c2cccc([N+](=O)[O-])c2)cs1)Nc1ccc(Br)cc1 | 98 | 108 | 106 | 111 | 107 | 112 | 102 | 98 | 97
CCCCN(CC(O)C(O)CN(CCCC)C(=S)S)C(=S)S (stereo unspecified) | 93 | 84 | 90 | 118 | 85 | 121 | 93 | 80 | /
C=C1CC[C@H]2[C@@](C)(CCC3OC(c4ccc(OCc5cn(C6OC(COC(C)=O)[C@H](OC(C)=O)C(OC(C)=O)C6OC(C)=O)nn5)cc4)OC[C@]32C)[C@@H]1/C=C/C1=CCOC1=O (stereo partly specified) | 99 | 95 | 100 | 115 | 103 | 104 | 99 | / | 98
O=c1[nH]c(N2CCOCC2)nc2c3c(sc12)CCCC3 | 87 | 102 | 101 | 111 | 96 | 110 | 100 | 95 | 97
COc1ccccc1/C=C1\Oc2ccc(O)c(O)c2C1=O | 89 | 84 | 99 | 116 | 110 | 101 | 102 | 93 | 77
COc1ccc(C(=O)N/N=C/c2ccc(O)cc2O)cc1Nc1ccnc(C(F)(F)F)c1 | 36 | 16 | 64 | 37 | 45 | 25 | 31 | 32 | 40
C/C=C(\C)C(=O)N[C@H]1C(O)C[C@]2(C)C3CC[C@@]4(C)C(CC[C@@H]4C(C)N(C)C)C3CCC2C1O (stereo partly specified) | 91 | 3.8* | 81 | 29 | 115 | 31 | 65 | 69 | -29*
COc1ccc(-c2nn(-c3cccc(Cl)c3)cc2/C=C2\C(=N)NC(=O)C(C#N)=C2N)cc1 | / | 99 | 108 | 114 | 109 | 111 | 106 | 99 | 117
c1cc2c3c(cccc3c1)NC(Cc1nc3ccccc3s1)=N2 | 76 | 88 | 98 | 102 | 77 | 95 | 102 | 93 | 98
Oc1cccc(N=Cc2ccccc2O)c1 | 96 | 106 | 96 | 109 | 97 | 106 | 93 | 89 | 110
NS(=O)(=O)c1ccc(NC2=C(I)C(=O)c3ncccc3C2=O)cc1 | 84 | 106 | 96 | 115 | 88 | 108 | 107 | 88 | 103
CCNC(=O)Oc1ccc(/C(=C(/CC)Cc2ccccc2)c2ccc(OCCN3CCOCC3)cc2)cc1 | 56 | 42 | 49 | 51 | 59 | 45 | 73 | 67 | 39
CNC(N)=S | 94 | 103 | 106 | 110 | 94 | 109 | 103 | 108 | 98
COc1ccc(-c2cnc(-c3ccncc3-c3cccc(OC)c3)o2)cc1 | -60* | 4.9* | 10 | -44* | 15 | 7.4* | 56 | 19 | 7.4*
Cc1ccc2nc(Sc3sc(N)nc3C)n(Cc3ccccc3)c(=O)c2c1 | 96 | 79 | 80 | 112 | 77 | 97 | 86 | 81 | 87
CC(C)C[C@H](NC(=O)CNC(=O)[C@H](C)NC(=O)[C@H](CCCNC(=N)N)NC(=O)[C@H](CO)NC(=O)[C@H](CO)NC(=O)[C@H](CCCNC(=N)N)NC(=O)[C@@H](N)CO)C(=O)N[C@H](CCC(N)=O)C(=O)N[C@@H](Cc1ccccc1)C(=O)N1CCC[C@H]1C(=O)N[C@H](C(=O)NCC(=O)N[C@@H](CCCNC(=N)N)C(=O)N[C@H](C(=O)N[C@H](Cc1cnc[nH]1)C(=O)N[C@@H](CCCNC(=N)N)C(=O)N[C@@H](Cc1cnc[nH]1)C(=O)N[C@H](CC(C)C)C(=O)N[C@@H](CCCNC(=N)N)C(=O)N[C@@H](CCCCN)C(=O)O)C(C)C)C(C)C | 101 | 100 | 104 | 106 | 100 | 103 | 105 | 101 | 103
CN(C)CCCOc1c(Br)cc(/C=C/C(=O)N(C)CCc2cc(Br)c(OCCCN(C)C)c(Br)c2)cc1Br | 13 | 12 | 57 | 39 | 96 | 23 | 59 | 82 | 9.9*
O=C1C(O)=C(Cl)C(=O)C(O)=C1Cl | 89&97 | 111&100 | 113&104 | 115&102 | 109&96 | 112&103 | 106&97 | 105&110 | 109&110
Clc1nc(Cl)c2ncn(CCOCCn3cnc4c(Cl)nc(Cl)nc43)c2n1 | -85* | -80* | -56* | -65* | -74* | -63* | -97* | -78* | -79*

Following part
SMILES | NCI-H522 | HCT-116 | NCI/ADR-RES | COLO 205 | NCI-H226 | NCI-H460 | NCI-H322M | NCI-H23 | HCT-15
CC(C)NC(=O)c1c2c(n3ccccc13)C(=O)c1ccccc1C2=O | 71 | 85 | 99 | 117 | 107 | 104 | 97 | 94 | 102
Cn1c2ccccc2c2c(=O)c3c([nH]c21)-c1ccccc1C3 | 82 | 98 | 91 | 117 | 89 | 104 | 93 | 79 | 92
CCCCNC(=O)CCCNc1ncnc2c1ncn2-c1ccccc1 | 97 | 74 | 101 | 104 | 88 | 106 | 98 | 107 | 105
O=S(=O)(c1ccccc1)N1CCN(c2ccccc2)CC1 | 87 | 94 | 101 | 122 | 104 | 108 | 93 | 99 | 102
COc1cc(-c2nn3c(/C=C4/C(=O)Nc5ccccc54)c(-c4ccc(C)cc4)nc3s2)cc(OC)c1OC | 58 | 24 | 42 | 69 | 96 | 29 | 73 | 51 | 59
O=C(NCc1ccccc1)C12CC3CC(CC(C3)C1)C2 | 90 | 105 | 100 | 118 | 92 | 112 | 101 | 104 | 100
O=C(NCc1ccccc1)OCCO | 114&86 | 101&107 | 114&119 | 127&110 | 109&108 | 113 | 129 | 108&111 | 106&106
Cn1c2c(c3ccc(Cl)cc31)-n1cccc1C2=O | 71 | 77 | 100 | 90 | 99 | 93 | 85 | 95 | 84
O=C(O)C1C2CC(C(Br)C2Br)C1C(=O)O (stereo unspecified) | 92&96 | 104&112 | 100&108 | 127&105 | 93&101 | 108&103 | 140&108 | 100&107 | 114&105
Clc1nc2ccccc2cc1Cn1nnc(SCc2ccccc2)n1 | 79 | 89 | 94 | 105 | 72 | 101 | 101 | 86 | 98
CCOC(=O)/C(N=O)=C(/O)c1ccccc1 | 108 | 112 | 108 | 125 | 80 | 108 | 114 | 98 | 98
ON=C(C1CCCCC1)C1CCCCC1 | 107 | 100 | 103 | 109 | 102 | 108 | 93 | 98 | 106
COC1C(/C=C/C(C)=O)OC2OC(C)(C)OC21 (stereo unspecified) | 83 | 97 | 105 | 112 | 99 | 103 | 86 | 104 | 105
Cn1c(N)c(N)c(=O)[nH]c1=O | 84 | 106 | 122 | 113 | 103 | 103 | 113 | 106 | 106
CCN(CC)c1ccc(/C=N\NC(=O)C(=O)N/N=C\c2ccc(N(CC)CC)cc2)cc1 | 118 | 98 | 106 | 113 | 106 | 114 | 131 | 101 | /

Compounds were not picked by outcome; any-hit rate near 12%.
